AmpC no deterg: qHTS Inhibitors of AmpC Beta-Lactamase (assay without detergent) | P00811 | AID 485341, 2010 | Potency, µM (highest dose often 57.1 µM), for inactives: at the top dose activity change, negative = inhibition, actives largely listed as inhibitors | 330,000 compounds, 0.52% hits | AmpC nitrocefin hydrolysis, absorbance 480 nm, 0.0001% Triton;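 further: potency means the concentration at half of the fitted maximal effect; plate controls were no compound for no effect and no enzyme for full effect; nearly all actives have a fitted effect of over 20% in size; some results filed as inactive show a strong effect at the top dose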
Target sequence (P00811 whole entry, looked up): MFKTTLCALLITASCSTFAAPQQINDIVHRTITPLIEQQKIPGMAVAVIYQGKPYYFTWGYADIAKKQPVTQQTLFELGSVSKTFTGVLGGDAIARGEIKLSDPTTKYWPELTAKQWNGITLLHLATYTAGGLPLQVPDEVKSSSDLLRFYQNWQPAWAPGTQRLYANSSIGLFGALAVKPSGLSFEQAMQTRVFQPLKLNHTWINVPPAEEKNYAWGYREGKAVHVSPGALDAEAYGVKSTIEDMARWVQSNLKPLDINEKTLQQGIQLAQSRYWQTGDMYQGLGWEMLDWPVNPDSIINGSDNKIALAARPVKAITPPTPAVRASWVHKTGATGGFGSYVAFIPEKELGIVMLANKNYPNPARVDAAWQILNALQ
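AmpC (5.3 nM in the dispensed reagent) in 20 mM phosphate pH 7.0 with 0.01% (detergent screen) or 0.0001% Triton X-100 was preincubated with compounds for 15 min at room temperature. Nitrocefin was then added from an 800 uM solution, and hydrolysis was followed at 480 nm.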
HCV inhibitor: qHTS Assay for Inhibitors of Hepatitis C Virus (HCV) | Huh7.5.1 HCVcc-Cre infection, luciferase reporter, 44 h | Potency, µM (top dose mostly 41.8 µM), inactives show top-dose activity change, negative = inhibition, hits mostly inhibitors | 340,000 compounds, 3.4% hits | AID 651820, 2012; further: potency means the concentration at half of the fitted maximal effect
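After 44 h co-culture of compound, cells and HCVcc-Cre (~0.5 moi), substrate is added for 15 min at room temperature and luciferase measured over 15 sec. Cells were seeded at 1,000/well and pre-cultured 4 h.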
HCMV antiviral: qHTS Assay for inhibitors of the human cytomegalovirus (HCMV); HFF cells, HCMV-luciferase reporter, 72 h; active compounds read low; activity change, negative = inhibition, % at 57.5 µM; 410,000 compounds, 4.5% hits; in the data active means activity change below about -60%; inconclusive means no clear call, values can overlap the other calls; inactive means above about -39%
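Two compound doses tested in HFFs infected with HCMV-luciferase, MOI 1 PFU/cell, 72 h at 37C. Lysate luminescence read with OneGlo; data normalized against buffer-only and 10uM Salinomycin inhibitor controls.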
Sm TGR inh: qHTS Assay for the Inhibitors of Schistosoma Mansoni Peroxiredoxins | Schistosoma mansoni thioredoxin glutathione reductase (TGR), Q962Y6 | purified TGR, DTNB reduction, TNB absorbance 405 nm | Potency, µM (highest dose often 114 µM), without a hit: at the highest dose activity change, negative = inhibition, actives largely listed as inhibitors | 360,000 compounds, 3% hits | AID 485364, 2010; further: potency means the concentration at half of the fitted maximal effect; nearly all actives have a fitted effect of over 60% in size
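First, TGR (20 nM dispensed) and NADPH were mixed with compound. Second, a 15 min room-temperature incubation followed. Third, further NADPH and then DTNB were added to start the reaction. Finally, TNB absorbance was monitored kinetically.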
FBPA Giardia inh: qHTS Assay for Inhibitors of Fructose-1,6-bisphosphate Aldolase from Giardia Lamblia; purified Giardia FBPA; Potency, µM (top dose mostly 59.6 µM), inactives show at the top dose activity, negative = inhibition, actives largely listed as inhibitors; 290,000 compounds, 0.71% hits; further: potency means the concentration at half of the fitted maximal effect; nearly all actives have a fitted effect of over 55% in size
Target sequence (A8B2U2 whole entry, looked up): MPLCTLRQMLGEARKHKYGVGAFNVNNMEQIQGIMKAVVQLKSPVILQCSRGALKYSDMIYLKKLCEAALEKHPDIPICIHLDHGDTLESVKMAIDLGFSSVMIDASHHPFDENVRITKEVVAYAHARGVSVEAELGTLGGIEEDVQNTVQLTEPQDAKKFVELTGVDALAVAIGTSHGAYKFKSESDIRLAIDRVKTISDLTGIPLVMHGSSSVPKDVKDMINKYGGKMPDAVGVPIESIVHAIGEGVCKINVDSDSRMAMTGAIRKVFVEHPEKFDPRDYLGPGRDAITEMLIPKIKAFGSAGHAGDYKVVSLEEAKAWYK
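40 nM FBPA preincubated 10 min at RT with compound (up to 57.5 uM final), then substrate plus GAPDH/TPI/NAD/arsenate coupling and diaphorase/resazurin added. Fluorescence read after 20 min at RT, 525/598 nm.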
AmpC detergent: qHTS Inhibitors of AmpC Beta-Lactamase (assay with detergent) | P00811 | AmpC hydrolysis of nitrocefin, absorbance 480 nm, 0.01% Triton | Potency, µM (doses to about 114 µM), for the others: top-dose activity change, negative = inhibition, hits mostly inhibitors | 370,000 compounds, 0.041% hits;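 further: potency means the concentration at half of the fitted maximal effect; 0% = no-compound wells and -100% = no-enzyme wells; nearly all actives have a fitted effect of over 25% in size; some results filed as inactive show a strong effect at the top dose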
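AmpC (5.3 nM in the dispensed reagent) in 20 mM phosphate pH 7.0 with 0.01% (detergent screen) or 0.0001% Triton X-100 was preincubated with compounds for 15 min at room temperature. Nitrocefin was then added from an 800 uM solution, and hydrolysis was followed at 480 nm.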
Starred values were filed as active, the others as inactive; ? = inconclusive; / = not tested or not shown; [ ] = another dose, or the depositor's remark. Unless noted, the call rests on the fitted dose curve; in most records, active means well fitted curve in the direction sought with a large enough effect; inconclusive means small, poorly fitted or top-dose-only effect, or another doubt; inactive means no such curve, though single readings can be large; an effect the other way counts as inactive or inconclusive. Unless noted, on the % scale 0 is the no-effect control and ±100 the full control effect.

Each structure is followed by: Sm TGR inh | AmpC detergent | HCMV antiviral | AmpC no deterg | FBPA Giardia inh | HCV inhibitor
(1) Cc1ccccc1C(=O)Nc1cccc(C#N)c1
    -5% | -6% | 19 | -17% | 2% | -1%
(2) O=C(NN1C(=O)C2C3c4ccccc4C(c4ccccc43)C2C1=O)C1CC1 (configuration not stated)
    / | -13% | -25 | -40% | 1% | 3%
(3) O=S(=O)(NCC(c1ccco1)N1CCN(c2ccccc2F)CC1)c1ccc(F)cc1 (configuration not stated)
    4% | -8% | -35 | -8% | 0% | -7%
(4) COc1ccc(-c2c(C#N)c(SCC(=O)Nc3ccc(C)c(C)c3)nc(C)c2C(=O)Nc2ccccc2)cc1OC
    2% | 7% | 1 | / | / | /
(5) CC(NC1CCCC1)c1ccccc1 (configuration not stated)
    9% | 0% | ? | -2% | 3% | 10%
(6) CC(=O)c1ccc(OCCn2cnc3ccccc32)cc1
    4% | 0% | 74 | 2% | 0% | -2%
(7) COCCCNC(=S)N(CCN(C)C)Cc1cc2cc3c(cc2[nH]c1=O)OCCO3
    -19% | -3% | 27 | -17% | 0% | 17%
(8) Cc1cccc(-c2noc(CCCC(=O)Nc3ccc(C(N)=O)cc3)n2)c1
    -15% | ? | 37 | -17% | 2% | -3%
(9) Cc1cccc(C)c1NC(=O)N1C2CCCC1CC(NC(=O)C(C)(C)C)C2 (configuration not stated)
    0% | -11% | 55 | 30% | 1% | 2%
(10) CC(C)c1ccc(S(=O)(=O)N2CCN(C(=O)CN3C(=O)NC(C)(c4ccccc4)C3=O)CC2)cc1 (configuration not stated)
    4% | ? | -11 | 129%[activator] | / | 19%
(11) CCN1CCN(CC(=O)Nc2ccc(Cl)c(Cl)c2)C(=O)C1=O
    -2% | ? | -9 | 3% | -2% | -36%
(12) COc1ccccc1CNC(=O)COC(=O)c1cccc(-n2cnnn2)c1
    -4% | 4% | 13 | -6% | / | -29%
(13) COc1ccc(C2CCCN2C(=O)Nc2ccc(Cl)cc2)cc1OC (configuration not stated)
    3% | 2% | -72* | -12% | -12% | ?
(14) COc1ccccc1NC(=O)CNC(=O)Cn1cnc2sc(C)c(C)c2c1=O
    -5% | -1% | 0 | 10% | / | 2%
(15) CC1CCCN(C2(O)C(=O)Nc3ccc(Br)cc32)C1 (configuration not stated)
    0% | -3% | -6 | -8% | 2% | -3%
(16) Cc1cc(C)c(C)c(S(=O)(=O)N2CCC(C(=O)NC3=NCCS3)CC2)c1C
    -2% | -1% | -13 | -11% | / | 3%
(17) CCOc1ncccc1C(=O)OCCN1C(=O)c2ccccc2C1=O
    5% | -14% | 18 | 1% | 2% | 2%
(18) O=C(CN1C(=O)c2ccccc2S1(=O)=O)NC1CCCCCC1
    5% | ? | -75* | -6% | 1% | 15%
(19) O=c1c2ccccc2[nH]c(=S)n1Cc1ccc2c(c1)OCO2
    -13% | 1% | ? | -25% | 3% | -15%
(20) CCOC(=O)C1=CN(Cc2ccco2)S(=O)(=O)N(CC)C1c1cccc(OC)c1 (configuration not stated)
    / | / | -22 | -1% | / | -5%
(21) OCC#CCSc1nnc(-c2ccncc2)o1
    ? | -9% | -24 | -17% | 1% | -2%
(22) CCNC(=O)COC(=O)c1ccc(NS(=O)(=O)c2ccc3c(c2)OCCO3)cc1
    2% | 5% | -6 | -20% | 12% | 3%
(23) O=C(Oc1ccc(Cl)c2cccnc12)c1ccco1
    -18% | -3% | 71 | -10% | 3% | ?
(24) O=C(O)c1ccc(NC(CSCc2ccccc2F)C(=O)O)c([N+](=O)[O-])c1 (configuration not stated)
    0% | ? | -16 | -22% | 22% | 5%
(25) CCCCOc1ccc(NC(=O)Cn2nnnc2-c2ccccc2F)cc1
    0% | 14% | 10 | / | / | /
(26) COc1ccc(-c2nc3nc(C)cc(Nc4ccc(C(C)=O)cc4)n3n2)cc1
    -1% | 19% | 15 | / | / | /
(27) Cc1oc(-c2ccc(Cl)cc2)nc1CSCC(=O)NCCCN1CCOCC1
    8% | -4% | -33 | 70%[activator] | 1% | ?
(28) COc1ccc2c3n(nc2c1)CCN=C3c1cc(Cl)c(N)c(Cl)c1
    -16% | 2% | 16 | 40% | / | ?
(29) CCOC(=O)Cc1csc(NC(=O)COc2ccc(OC)cc2)n1
    0% | ? | 12 | -19% | 3% | -26%
(30) COC(=O)c1c(NC(=O)CSc2nnc(Cn3nnc4ccccc43)n2C)sc(C)c1C
    ? | ? | -1 | 2% | 1% | 16%
(31) COc1ccc(C(=O)CSc2nnc(Cc3ccccc3)o2)cc1
    -1% | -9% | ? | -14% | 1% | ?
(32) COc1ccc(NC(=O)c2c(C)oc3ccc(O)c(CN4CCCC4)c23)cc1Cl
    1% | 2% | 1 | / | / | /
(33) CCCCn1c(CNC(=O)C23CC4CC(CC(C4)C2)C3)nnc1SCC(=O)Nc1ccc(F)cc1
    -1% | 13% | 0 | / | / | /
(34) O=S(=O)(NCc1cccnc1)c1cccs1
    8% | -14% | 30 | -19% | -2% | 14%
(35) CCOC(=O)c1c(C)[nH]c(N=Nc2ccccc2C)c1C
    -2% | 10% | 65 | 34% | -6% | ?
(36) Fc1ccccc1N1CCN(c2c3c(nc4nncn24)CCC3)CC1
    0% | 17% | -18 | / | / | /
(37) COc1ccc(N2CCN(CCCNC(=O)c3ccc4nc(N5CCCCC5)sc4c3)CC2)cc1
    -3% | 0% | 84 | / | / | /
(38) Cc1nc2cc(NS(=O)(=O)c3cccc(F)c3)ccc2s1
    -1%[57.1 µM] | 0% | 11 | -10% | -28% | -8%
(39) Nc1n[nH]c(-c2cccc([N+](=O)[O-])c2)n1
    2% | -7% | -27 | -9% | 4% | -7%
(40) c1ccc(-c2cnc(CSc3ncnc4sccc34)o2)cc1
    10µM* | -1% | 3 | -13% | -17% | 11µM*

Excerpt: nos. 37–38
Each structure is followed by: Sm TGR inh | AmpC detergent | HCMV antiviral | AmpC no deterg | FBPA Giardia inh | HCV inhibitor
(37) COc1ccc(N2CCN(CCCNC(=O)c3ccc4nc(N5CCCCC5)sc4c3)CC2)cc1
    -3% | 0% | 84 | / | / | /
(38) Cc1nc2cc(NS(=O)(=O)c3cccc(F)c3)ccc2s1
    -1%[57.1 µM] | 0% | 11 | -10% | -28% | -8%

(list continues)
Each structure is followed by: Sm TGR inh | AmpC detergent | HCMV antiviral | AmpC no deterg | FBPA Giardia inh | HCV inhibitor
(41) CCOc1cccc(C2c3c(oc4ccc(F)cc4c3=O)C(=O)N2CCc2ccc(OC)cc2)c1 (configuration not stated)
    5% | 22% | 9 | / | / | /
(42) Cc1ccsc1/C=C1\CCc2ccccc2C1=O
    14% | ? | 69 | -36% | -3% | -9%
(43) FC(F)(F)c1ccccc1NC(=S)N1CCc2ccccc2C1
    -10% | ? | -27 | -29% | -8% | -28%
(44) COc1cccc(NC(=O)C(C)Oc2ccccc2)c1 (configuration not stated)
    -11%[11.4 µM] | -12% | -24 | -17% | 2% | -6%
(45) O=S(=O)(Cc1ccc(Cl)cc1)N1CCN(Cc2ccc3c(c2)OCO3)CC1
    2% | 3% | -32 | -11% | 7% | -2%
(46) N#Cc1nc(COc2ccccc2)oc1N1CCCCCC1
    0% | ? | ? | 73% | 1% | -19%
(47) CC[C@@]1(C(=O)OC)N[C@H](CN(C)C(=O)Nc2ccc(C(F)(F)F)cc2)[C@@H]2C(=O)N(Cc3ccccc3)C(=O)[C@@H]21
    / | / | -12 | -6% | / | 7%
(48) CCCc1cc(=O)oc2c3c(c(Cl)cc12)OCN(CCCO)C3
    ? | -4% | / | -30% | -21% | /
(49) CCOc1ccc(CCNC(=O)c2cnc3sc(N4CCCCC4)nn3c2=O)cc1
    5% | 2% | 26 | / | / | /
(50) CN(c1ccc(C(=O)NCCSCc2c(F)cccc2Cl)cc1)S(C)(=O)=O
    -3% | 0% | ? | -9% | 4% | ?
(51) Cc1nc2sc3c(NCc4ccco4)ncnc3c2c2c1COC(C)(C)C2
    ? | 6% | -35 | 158%[activator] | -1% | ?
(52) O=C(NCCc1ccccc1)C1CCCN(S(=O)(=O)c2cccc3nonc23)C1 (configuration not stated)
    -8% | -11% | -22 | -30% | 0% | -4%
(53) Cc1ccccc1-c1noc(-c2ccc(NC3CCCC3)c([N+](=O)[O-])c2)n1
    1% | 27% | 5 | / | / | /
(54) CCOc1ccc(/C=N/NC(=O)CCC(=O)Nc2ccc(F)cc2)cc1
    14% | -6% | -32 | -14% | 6% | -22%
(55) O=C(CCC1CCCCC1)Nc1c2c(nn1-c1ccc(F)cc1)CS(=O)(=O)C2
    -27% | 1% | 24 | 12% | 4% | /
(56) COc1ccc(C(=O)NNC2=CC(=O)CC(C)(C)C2)cc1OC
    14% | 0% | -4 | -9% | -7% | 0%
(57) CCOc1ccc(OCCn2c(=S)[nH]c3ccccc32)cc1
    8% | -1% | 2 | -29% | 22% | -2%
(58) CC(NC(=O)CN1CCN(Cc2cccc(F)c2)CC1)c1ccccc1 (configuration not stated)
    0% | 3% | 4 | 38% | 8% | -5%
(59) CC(=O)c1cccc(S(=O)(=O)NC2CCCCCC2)c1
    -22% | -4% | -31 | -31% | 9% | 17%
(60) S=C(Nc1ccc(Br)cc1)N1CCn2cccc2C1c1cccnc1 (configuration not stated)
    -34% | 3% | -13 | 46% | -3% | -3%
(61) C/C=C/c1ccc(OCC(=O)OCc2csc(CC(=O)Nc3ccccc3C)n2)c(OC)c1
    -12% | 1% | 67 | -1% | -4% | /
(62) COCc1cc(CN(C)C(=O)C2CCC(=O)N(Cc3cccc(OC)c3)C2)[nH]n1 (configuration not stated)
    -27% | 1% | -19 | 25% | / | 17%
(63) CCc1ccc(-n2c(=O)c3c4c(sc3n(CC(=O)c3ccc(Cl)cc3)c2=O)CCC4)cc1
    -2% | 11% | -3 | / | / | /
(64) CC1CC(NC(=O)c2cc3c(=O)n4ccccc4nc3n2C)CC(C)(C)C1 (configuration not stated)
    11% | 0% | ? | 25% | / | ?
(65) CCCSc1nsc(NC(=O)CCC)n1
    -5% | -4% | -103* | -16% | -3% | -6%
(66) Cc1cc2cc(CCNC(=O)c3ccc(Br)o3)c(=O)[nH]c2cc1C
    35µM* | 2% | -15 | -2% | -11% | -19%
(67) COc1cccc2cc(-c3nc(-c4ccc(Cl)cc4)cs3)c(=O)oc12
    3% | 8% | -2 | / | / | /
(68) COc1ccc(OCC(=O)O/N=C(\N)c2ccc(OC)cc2)cc1
    6% | 5% | -26 | -26% | -7% | ?
(69) O=C(NC1=NCCS1)c1ccc(Cl)c(S(=O)(=O)N2CCCCC2)c1
    0% | 0% | 0 | 4% | 0% | -28%
(70) CC(C)c1ccc(OCC(=O)N(Cc2ccco2)C2CCS(=O)(=O)C2)cc1 (configuration not stated)
    -5% | 2% | -7 | 59% | 11% | 2%
(71) O=S(=O)(c1cc(F)cc(F)c1)N1CCN(c2ncccn2)CC1
    4% | -9% | 39 | 0% | 1% | 9%
(72) O=C(/C=C/c1ccc(-c2ccccc2)o1)c1ccccc1
    ? | -15% | 6 | -33% | -25% | -23%

Assay outcomes as filed in PubChem.
